PKA-R2B act – PKA-R2B complex activation; P22694+P31323; PKA-R2B holoenzyme dissociation, Cy5-IP20 fluorescence polarization; R2B truncated from residue 108, S112A mutant; 0% DMSO only, 100% 113 µM cGMP; activation, % at 11.4 µM; 0.079% of 340,000 active; AID 504700;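 active = activation above a cutoff set at the mean over all compounds plus 3 SD, cut at about 18% in these data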;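 also: higher means more holoenzyme dissociation and a rise in polarization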
Pemphigus Ab inh – blocks pemphigus antibody binding to human desmoglein-3 | P32926 | DSG3-coupled beads, scFv-anti-DSG3-GFP binding, flow cytometry; active compounds read low | binding (percent of control), % at 10 µM | 0.48% of 310,000 active;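 active = binding more than 3 SD below its plate's average and above zero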;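 also: hits lower antibody fragment binding to DSG3; some compounds called inactive have numbers as strong as hits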
V-ATPase pHluor – alters yeast V-ATPase proton transport. 0.37% of 350,000 active. S. cerevisiae, pHLuorin cytosolic pH fluorescence. AID 504577. response, % at 10 µM; in the data active = response mostly above about 7.3%, no sharp cut-off; inactive = mostly below about 5.4%; also: actives read high; inactives centre near 0; some compounds called inactive have numbers as strong as hits; reference of the scale not given here
DAGLB inhibitor – diacylglycerol lipase beta (human) inhibition; Q8NCG7; HEK293T DAGLB membrane lysate, EnzChek fluorogenic substrate; inhibition, % at 5.17 µM; 0.059% of 340,000 active; AID 504411; in the data active = inhibition above about 34%;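 also: 0% = enzyme with vehicle and 100% = wells lacking enzyme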
OPRM1-OPRD1 ag – OPRM1-OPRD1 heterodimerization agonism; P35372+P41143; cells, luminescence; 0.3% of 340,000 active; AID 504326; activation, % at 9.3 µM; in the data active = activation above about 18%;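 also: 0% = vehicle-treated cells and 100% = reference agonist; values of inactives mirror those of a sister screen read the other way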
Target sequence (P35372 whole entry, looked up): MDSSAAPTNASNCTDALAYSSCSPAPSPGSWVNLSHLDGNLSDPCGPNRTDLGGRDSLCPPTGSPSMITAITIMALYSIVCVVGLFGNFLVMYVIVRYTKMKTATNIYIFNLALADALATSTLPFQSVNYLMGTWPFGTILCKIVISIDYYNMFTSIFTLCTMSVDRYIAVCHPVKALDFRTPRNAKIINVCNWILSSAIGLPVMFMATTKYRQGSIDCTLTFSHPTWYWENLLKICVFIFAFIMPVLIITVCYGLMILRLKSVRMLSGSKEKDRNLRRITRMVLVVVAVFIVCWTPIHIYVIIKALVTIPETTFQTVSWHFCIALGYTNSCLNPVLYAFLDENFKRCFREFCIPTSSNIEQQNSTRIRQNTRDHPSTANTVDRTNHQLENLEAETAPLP
Target sequence (P41143 whole entry, looked up): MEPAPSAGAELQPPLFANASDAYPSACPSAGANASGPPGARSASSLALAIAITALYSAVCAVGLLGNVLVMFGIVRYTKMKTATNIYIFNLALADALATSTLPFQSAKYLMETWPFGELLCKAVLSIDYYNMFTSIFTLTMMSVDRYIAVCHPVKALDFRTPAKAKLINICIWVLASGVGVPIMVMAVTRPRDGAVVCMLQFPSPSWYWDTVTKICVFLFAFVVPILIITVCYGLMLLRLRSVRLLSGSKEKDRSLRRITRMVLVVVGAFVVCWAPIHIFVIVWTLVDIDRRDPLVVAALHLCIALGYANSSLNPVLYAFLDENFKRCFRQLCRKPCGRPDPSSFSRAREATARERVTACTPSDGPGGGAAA
HTR5A inv ctr – inverse agonist of human HTR5A in OPRM1-OPRD1 counter-screen; HTR5A cell line, luminescence, inverse agonism; 0.083% of 340,000 active; inhibition, % at 9.3 µM; in the data active = inhibition mostly above about 23%, no sharp cut-off; inactive = mostly below about 18%;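 also: 0% = cells with DMSO and 100% = no-cell wells with DMSO; some compounds called inactive have numbers as strong as hits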
PKA-R1A activ – activates the PKA-R1A holoenzyme complex | P00514+P68181 | PKA-R1A dissociation, Cy5-IP20 fluorescence polarization; scaled: DMSO 0%, 113 µM cGMP 100% | activation, % at 11.4 µM | 0.083% of 340,000 active | AID 504707;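 active = percent activation above the mean of all tested compounds plus 3 SD, cut at about 19% in these data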;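 also: higher means more PKAc released from R1A so a rise in polarization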
OPRM1-OPRD1 inv – mu-delta opioid heterodimer inverse agonism | 0.21% of 340,000 active | AID 504357 | cell-based MOR-DOR heterodimer luminescence | inhibition, % at 9.3 µM | P35372+P41143; in the data active = inhibition above about 22%, passing the limit was not always enough;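 also: 0% = cells with DMSO and 100% = wells without cells with DMSO; values of inactives mirror those of a sister screen read the other way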
Arr AP2 block – blocks beta-arrestin peptide binding to AP2 adaptin; FITC-arrestin peptide / GST-AP2 beads, flow cytometry; AP2 beta2 appendage carries R879A mutation; inhibition, % at 10 µM; 0.31% of 340,000 active; AID 504490;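 active = inhibition above a set limit, near 3 SD of compounds lacking own fluorescence, cut at about 54% in these data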;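 also: plate controls were DMSO wells for no effect and 5 µM unlabelled arrestin peptide for full effect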
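Measured by: flow cytometry, FL1 (488/535 nm); Material: AP2 appendage R879A on GSH beads; Evaluation: percent response; Timing: pre-incubation 12 min, peptide binding 1 h, room temperature; Also added: 50 nM FITC-arrestin peptide; Medium: PBS with 0.05% Tween 20 and 0.1% BSA.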
HTR5A ag ctr – counter-screen for OPRM1-OPRD1 agonists: human HTR5A agonism | 0.61% of 340,000 active | AID 504692 | activation, % at 9.3 µM | P47898 | HTR5A agonist assay, luminescence, cell-based; in the data active = activation mostly above about 9.5%, no sharp cut-off; inactive = mostly below about 7.6%;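 also: 0% = cells with vehicle only and 100% = reference agonist; strong numbers were not always called active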
* = called active by the depositor; · = no result given. Compounds as they come. Share with any hit: about 2.4%.

SMILES | PKA-R2B act | Pemphigus Ab inh | V-ATPase pHluor | DAGLB inhibitor | OPRM1-OPRD1 ag | HTR5A inv ctr | PKA-R1A activ | OPRM1-OPRD1 inv | Arr AP2 block | HTR5A ag ctr
O=C1C(=O)N(CCCO)C(c2ccc(Br)cc2)/C1=C(\O)c1ccc(Br)cc1 (configuration not stated) | -4 | 101 | -1 | 3 | -1.6 | -15 | -1 | 9 | 5 | 7
O=C(NC(=S)Nc1ccc(N2CCOCC2)c(Cl)c1)c1cccs1 | 5 | 101 | -2 | -2 | -4.2 | 9 | -8 | 20 | 3 | 1
Cc1ccccc1NC(=O)NC(N)=O | 5 | 98 | 2 | -3 | -3.4 | 6 | 2 | 19 | 12 | -2
CCN(CC)CCNc1nc(-n2nc(C)cc2C)nc2sc3c(c12)CC(C)(C)OC3 | -5 | 110 | 0 | -1 | -2.1 | -20 | 1 | 11 | -4 | 1
COC(=O)c1cc(-c2cccc(OC)c2)c2c(=O)[nH]c(=O)n(C)c2n1 | -16 | 101 | 2 | 1 | -1.9 | -10 | -17 | 9 | 0 | 3
CN1CCN(C(=O)c2ccc(Cl)c(S(=O)(=O)N3CCCCC3)c2)CC1 | -3 | 102 | 0 | -5 | -1.7 | -8 | -2 | 9 | 6 | 3
C[C@@]12C(=O)N(CCO)CC(=O)N1[C@H](/C=C/c1ccccc1)[C@@H]1C(=O)N(c3ccccc3)C(=O)[C@@H]12 | 0 | 100 | 2 | -1 | -5.8 | 15 | -1 | 27 | 1 | -1
COC(=O)c1cccc(NC(=O)C(C)(C)C)c1 | 0 | 104 | -2 | -9 | -2.3 | -7 | 0 | 12 | -1 | -2
CCC1CN(C(=O)N2CCC(C(=O)NCc3cccc(F)c3)CC2)c2ccccc2O1 (configuration not stated) | -7 | 89 | 5 | -1 | 0.7 | -11 | -6 | -3 | 43 | -1
Cc1cc(N2CCN(C)CC2)nc2ccc(NC(=S)N3CCN(c4ccccn4)CC3)cc12 | 0 | 99 | -2 | -1 | -3.0 | 3 | -2 | 15 | 2 | 10
O=S(=O)(NCc1ccccc1)c1ccc2c(c1)OCCO2 | 6 | 90 | 1 | -1 | 1.8 | 11 | 0 | -10 | 2 | 0
Cc1cc(S(=O)(=O)N2CCCCC2)ccc1OCC(=O)N1CCCC1 | 1 | 100 | 2 | 1 | -1.8 | -19 | 2 | 9 | 2 | 3
O=C1CCCc2c1cc(C(=O)O)c(=O)n2-c1ccccc1 | -2 | 101 | 11 | -2 | 0.3 | -3 | 2 | -1 | 7 | 1
Nc1nc(NCC(=O)O)nc(NCc2ccccc2)c1[N+](=O)[O-] | -6 | 129 | -94 | -2 | -4.5 | 1 | -6 | 20 | 4 | 0
O=C(CCn1c(=O)oc2ccccc21)N(Cc1ccccc1)c1ccccc1 | -6 | 103 | 5 | 0 | 0.0 | -5 | -4 | 0 | 21 | 2
O=C(O)COc1ccc2c(c1)CCCC2 | 1 | 106 | 2 | 4 | 0.1 | -9 | -5 | 0 | 8 | -1
O=C(NCC1CCCO1)c1ccc(Cl)c(S(=O)(=O)N2CCOCC2)c1 (configuration not stated) | -10 | 118 | -1 | 3 | 0.1 | 1 | -2 | -1 | 6 | 0
C/C(=N\NC(=O)c1ccn[nH]1)c1cn(C)nc1C | 2 | 104 | -5 | -5 | -1.2 | -8 | 1 | 6 | -2 | 3
Cc1cc(C)cc(N(C(=O)c2nsc(Cl)c2Cl)C(C(=O)NC2CCCC2)c2ccc(O)cc2)c1 (configuration not stated) | -4 | 87 | -4 | -5 | 4.6 | 9 | -6 | -28 | -11 | -3
CCOc1ccc(C(=O)Nn2cnnc2)cc1OCC | -18 | 81 | 0 | 2 | -1.4 | -1 | -9 | 8 | -4 | 0
COC(=O)CN(c1ccc2c(c1)OCO2)S(=O)(=O)c1c(C)[nH]c(=O)[nH]c1=O | -1 | 111 | 2 | 3 | -3.5 | 4 | -9 | 18 | 4 | 3
CCC(=O)c1ccc(OCC(=O)OCc2csc(CC(=O)Nc3ccccc3C)n2)cc1 | 4 | 93 | · | -4 | · | · | 5 | · | · | ·
CC(NCC(O)COc1ccc(Br)cc1)c1ccccc1 (configuration not stated) | -10 | 104 | 3 | 2 | 6.5 | 3 | -14 | -34 | 3 | 2
O=C(Nc1ccccc1)N1CCCN(Cc2c(F)cccc2Cl)CC1 | 5 | · | -4 | -2 | -1.2 | -4 | -17 | 6 | 10 | 2

Individual results from the results shown:
For PKA-R2B act, `Nc1nc(NCC(=O)O)nc(NCc2ccccc2)c1[N+](=O)[O-]` shows -6
For PKA-R2B act, `O=C(CCn1c(=O)oc2ccccc21)N(Cc1ccccc1)c1ccccc1` shows -6
For OPRM1-OPRD1 inv, `C/C(=N\NC(=O)c1ccn[nH]1)c1cn(C)nc1C` shows 6
For V-ATPase pHluor, `CC(NCC(O)COc1ccc(Br)cc1)c1ccccc1` (configuration not stated) shows 3
For V-ATPase pHluor, `O=C(NCC1CCCO1)c1ccc(Cl)c(S(=O)(=O)N2CCOCC2)c1` (configuration not stated) shows -1
For Pemphigus Ab inh, `CCOc1ccc(C(=O)Nn2cnnc2)cc1OCC` shows 81
For PKA-R2B act, `CCC(=O)c1ccc(OCC(=O)OCc2csc(CC(=O)Nc3ccccc3C)n2)cc1` shows 4

(next part)
SMILES | PKA-R2B act | Pemphigus Ab inh | V-ATPase pHluor | DAGLB inhibitor | OPRM1-OPRD1 ag | HTR5A inv ctr | PKA-R1A activ | OPRM1-OPRD1 inv | Arr AP2 block | HTR5A ag ctr
CC(Nc1c[nH]c(=O)[nH]c1=O)c1ccccc1 (configuration not stated) | 6 | 107 | -1 | 1 | -1.6 | 12 | 6 | 9 | -9 | 4
Cc1nc(SCc2ccccc2)nc2c1CCC2 | -9 | 101 | 2 | -6 | 0.3 | 0 | 2 | -2 | 13 | 0
c1ccc(Cn2cc(CSc3ccccc3)nn2)cc1 | 5 | 104 | -5 | -7 | -2.5 | 9 | -5 | 14 | 4 | 0
Cc1ccc(Cn2ncc3c(N4CCOCC4)ncnc32)cc1 | 2 | · | -1 | 1 | -2.8 | 15 | 4 | 14 | -7 | -5
Cc1ccc(-c2cc(C(=O)N3CCN(c4ncccn4)CC3)c3cc(Br)ccc3n2)o1 | 3 | 103 | -2 | 3 | -0.9 | -1 | -8 | 5 | 29 | 0
CCOc1ccc(NC(=O)CN2C(=O)NC(C)(c3ccc(OC(F)F)cc3)C2=O)cc1 (configuration not stated) | 10 | 98 | 6 | 1 | 0.1 | 0 | 9 | 0 | -12 | 0
CCOC(=O)C1CCCCN1C(=O)/C(=C/c1ccc(OC)cc1)c1ccc(OC)c(OC)c1 (configuration not stated) | 10 | 97 | 7 | 0 | -3.7 | -6 | -4 | 22 | -5 | 2
OC(CN1CCN(C(c2ccccc2)c2ccccc2)CC1)c1ccc(Br)cc1 (configuration not stated) | 11 | 107 | -5 | -12 | 4.6 | -15 | -7 | -22 | 25 | 4
Nn1c(SCC(=O)Nc2ccccc2)nnc1-c1cccnc1 | -8 | · | 1 | -3 | -3.6 | -6 | -1 | 15 | -10 | 2
Cc1nc2ccccc2c(=O)n1NC(=O)c1ccc(Cl)c([N+](=O)[O-])c1 | -8 | 106 | 0 | 1 | -0.7 | 5 | -6 | 3 | -14 | -1
COc1ccc(C(C)(C)C)cc1S(=O)(=O)N1CCN(C)CC1 | -13 | 95 | -1 | -1 | -3.4 | 4 | -2 | 16 | 28 | 2
COC(=O)[C@@H]1C[C@@]2(O)[C@H](O)[C@H](O)[C@H](O)C[C@H]2N1CC(c1ccccc1)c1ccccc1 | 4 | 94 | 3 | -2 | -1.2 | -15 | 3 | 6 | 34 | -2

Reformatted with two lines to a compound: 2 of the compounds above.
Values run as follows: PKA-R2B act, Pemphigus Ab inh, V-ATPase pHluor, DAGLB inhibitor, OPRM1-OPRD1 ag, HTR5A inv ctr, PKA-R1A activ, OPRM1-OPRD1 inv, Arr AP2 block, HTR5A ag ctr
> CC(Nc1c[nH]c(=O)[nH]c1=O)c1ccccc1 (configuration not stated)
 : 6, 107, -1, 1, -1.6, 12, 6, 9, -9, 4
> Cc1nc(SCc2ccccc2)nc2c1CCC2
 : -9, 101, 2, -6, 0.3, 0, 2, -2, 13, 0

Later entries:
SMILES | PKA-R2B act | Pemphigus Ab inh | V-ATPase pHluor | DAGLB inhibitor | OPRM1-OPRD1 ag | HTR5A inv ctr | PKA-R1A activ | OPRM1-OPRD1 inv | Arr AP2 block | HTR5A ag ctr
Cc1cc(N2CCN(C3CCCCC3)CC2)nc2cccc(O)c12 | -10 | 98 | -1 | -1 | 0.0 | -27 | -2 | 0 | 18 | 9
Cc1sc(NC(=O)c2ccco2)c(C(c2cccnc2)N2CCC(C)CC2)c1C (configuration not stated) | -9 | 110 | 6 | 3 | -1.0 | 12 | 9 | 6 | -9 | 1
CCn1nc(C)cc1-c1nnc(SCC(=O)Nc2ccccc2)n1CCCOC | -8 | 111 | -1 | -4 | -1.5 | -7 | -6 | 8 | 34 | -1
OCC[C@@H]1C[C@@H](O)[C@H](O)[C@]2(Cc3ccccc3CCO2)O1 | 10 | 100 | -5 | -1 | -0.6 | -5 | 1 | 4 | 35 | 2
COc1ccc(OCC(=O)NC(=S)Nc2ccc(N3CCOCC3)c(Cl)c2)cc1 | -4 | 102 | 5 | -6 | 0.2 | 3 | 3 | -1 | -2 | 1
COC1OC(O)C(NC(=O)C(F)(F)F)CC1O (configuration not stated) | 6 | · | -8 | -1 | -3.0 | -14 | 3 | 15 | -11 | 4
Cc1cccc(NC(=O)CCCN2C(=S)NC(C)(C)CC2C)c1C (configuration not stated) | -2 | 93 | -3 | -1 | -3.4 | -5 | 2 | 16 | 31 | 2
O=C(O)C1=CCCNC1 | 13 | 98 | 1 | -1 | -0.9 | -23 | -2 | 5 | -5 | 2
CC1CCCCC1NC(=O)COC(=O)Cc1ccc(Br)cc1 (configuration not stated) | -1 | 105 | -3 | -1 | -1.6 | 0 | -9 | 8 | 2 | -2
Cc1ccc(C(=O)NCc2ccc3c(c2)OCO3)cc1S(=O)(=O)N1CCCCC1 | -10 | 103 | 3 | -2 | -2.0 | 5 | 1 | 11 | 6 | -1
CC(C)CN(C(=O)COC(=O)/C=C/c1ccccc1)C1CCS(=O)(=O)C1 (configuration not stated) | -10 | 101 | -4 | 2 | -2.5 | 10 | -6 | 10 | 7 | 4
COc1ccc(OC)c(C(=O)c2coc3ccc(O)c(CN4CCOCC4)c23)c1 | 7 | 97 | 0 | 1 | 0.1 | 11 | 3 | 0 | -2 | -4

Source: PubChem
